GPR151 activ = activates the human receptor GPR151 | activation, % at 11.2 µM | PathHunter beta-arrestin GPR151 cells, luminescence | hit rate 1% among 650,000; in the data active = activation above about 4.9%;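 note: 0% = median of compound wells and 100% = cells with positive control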
Target sequence (Q8TDV0 whole entry, looked up): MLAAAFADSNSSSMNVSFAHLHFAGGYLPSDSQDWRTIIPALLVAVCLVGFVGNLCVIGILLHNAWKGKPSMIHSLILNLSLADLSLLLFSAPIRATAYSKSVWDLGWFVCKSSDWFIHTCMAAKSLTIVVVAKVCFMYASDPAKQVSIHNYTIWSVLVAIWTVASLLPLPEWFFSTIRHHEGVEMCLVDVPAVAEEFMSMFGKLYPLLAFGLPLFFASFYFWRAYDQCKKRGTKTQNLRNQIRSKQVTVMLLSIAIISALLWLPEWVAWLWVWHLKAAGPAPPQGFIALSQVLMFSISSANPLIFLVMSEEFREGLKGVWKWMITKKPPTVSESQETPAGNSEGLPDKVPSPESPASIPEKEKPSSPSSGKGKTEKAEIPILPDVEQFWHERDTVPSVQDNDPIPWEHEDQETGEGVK
MITF inh = blocks human microphthalmia-associated transcription factor | O75030 | AlphaScreen MITF homodimerization, bead proximity signal | inhibition, % at 2.6 µM | hit rate 0.91% among 650,000 | AID 1259374; in the data active = inhibition above about 50%;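 note: 0% = vehicle wells with protein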
Target sequence (O75030 whole entry, looked up): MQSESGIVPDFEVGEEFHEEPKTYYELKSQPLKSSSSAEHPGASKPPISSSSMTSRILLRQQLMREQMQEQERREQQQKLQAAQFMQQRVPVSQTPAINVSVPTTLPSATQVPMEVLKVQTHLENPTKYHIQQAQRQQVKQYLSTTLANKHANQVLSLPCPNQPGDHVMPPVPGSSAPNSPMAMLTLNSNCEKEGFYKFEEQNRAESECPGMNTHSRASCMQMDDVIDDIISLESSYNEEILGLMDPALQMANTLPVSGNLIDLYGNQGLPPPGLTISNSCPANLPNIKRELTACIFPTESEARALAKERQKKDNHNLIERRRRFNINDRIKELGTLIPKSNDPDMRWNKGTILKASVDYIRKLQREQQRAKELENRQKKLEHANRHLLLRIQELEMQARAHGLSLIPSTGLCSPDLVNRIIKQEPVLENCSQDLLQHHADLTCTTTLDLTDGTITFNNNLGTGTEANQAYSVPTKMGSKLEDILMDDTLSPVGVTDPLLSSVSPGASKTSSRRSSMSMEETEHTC
FBW7 activator = activators of human E3 ligase FBW7. Q969H0. AlphaScreen FBW7–phospho-cyclin E peptide binding, activator screen. normalized activity (activation), % at 26.1 µM. hit rate 0.13% among 650,000. AID 1259310; in the data active = normalized activity above about 1.9%;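 note: purified mutant Fbw7 with reduced substrate affinity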
TEAD-YAP block = TEAD-YAP interaction inhibition | hit rate 1.4% among 640,000 | AID 1259422 | inhibition, % at 9.12 µM | HEK-TIYL cells, TEAD-Gal4/YAP UAS-luciferase luminescence; in the data active = inhibition above about 32%;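 note: 0% = median of test compound wells and 100% = reference inhibitor wells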
* hit, by the source's call; & = joins results of further samples. Compounds were not picked by outcome; about 3.4% have a hit in one of these screens.

SMILES	GPR151 activ	MITF inh	FBW7 activator	TEAD-YAP block
CCCCC1CC(C)(c2csc(Nc3ccc(C)cc3)n2)OC1=O (stereo unspecified)	-0.5	3	-0.1	-7
Oc1ccc(C2=Nn3c(nnc3-c3cccc(F)c3)SC2)cc1O	-0.9	2	-0.5	61*
COC(=O)c1cccc(NC(=S)Nc2ccc(OC)cc2OC)c1	0.2	-13	-0.1	-1
Cc1cccc(OCC(=O)Nc2ccc(S(=O)(=O)Nc3ncccn3)cc2)c1C	-0.5	5	0.6	9
COC(=O)c1cc2c(cc1NC(=O)c1cccs1)OCO2	-0.9	2	0.0	-2
O=C(NCc1ccccc1)NC1(C(=O)O)CCCCC1	1.3	12	1.3	12
COCCNC(=O)/C(C#N)=C/c1ccc(OCc2ccc(F)cc2)cc1	-1.9	-5	-0.5	-12
CCn1nc2c3c(C)c(C)sc3nc(C(C)C)n2c1=O	1.8	5	-0.1	6
COCC(=O)NC1CCN(CC(=O)Nc2ccc(C)cc2Br)CC1	1.5	2	0.2	12
Nc1cccc(C(=O)Nc2ncccn2)c1	-0.9	-12	-0.1	1
CCOc1ccc(-n2c(SCC(=O)NCc3ccco3)nc3c(sc(=S)n3-c3ccc(C)c(C)c3)c2=O)cc1	0.3	6	0.7	-13
COCCCNC(=O)CN1C(=O)/C(=C\c2ccc(C)cc2)Sc2ccccc21	0.9	-1	0.1	-14
CCOC(=O)c1c(NC(=O)c2ccc(S(=O)(=O)N(CC)CC)cc2)sc2c1CCN(C(C)C)C2	0.3	-11	0.0	-8
CCOC(=O)C1=c2s/c(=C\c3ccccc3)c(=O)n2C(N)=C(C(=O)OC)C1c1ccccc1 (stereo unspecified)	-2.0	4	0.1	4
O=C(NCCCN1CCOCC1)c1ccc2c(c1)NC(=O)C(CSCc1c(F)cccc1Cl)N2 (stereo unspecified)	0.2	-3	0.1	-11
CN(NC(=O)C1CC(=O)N(c2ccccc2)C1)C1=NS(=O)(=O)c2ccccc21 (stereo unspecified)	0.7	27	0.1	2
COc1ccccc1Oc1nnnn1-c1ccccc1	0.1	10	0.0	15
NC(=O)c1c(NC(=O)c2noc3c2CCCC3)sc2c1CCCC2	-1.5	-7	-0.4	-66
O=C(NCCN1CCN(Cc2ccc(Br)cc2)CC1)C(=O)Nc1ccccc1	-1.1	2	0.0	-3
COc1ccc(CN2CCCC(N3CCC(CO)CC3)C2)c(OC)c1OC (stereo unspecified)	0.9	-5	-0.1	1
CC(C)(C)Nc1nc(OCC#N)nc(N2CCOCC2)n1	1.8	11	0.0	3
Cc1nc2ccccc2n1S(=O)(=O)c1ccc(S(=O)(=O)N2CCCCCC2)cc1	-0.6	5	0.3	-13
O=C(CN1CCN(CC(=O)c2ccco2)CC1)Nc1ccc2c(c1)OCCO2	-0.6	69*	-0.6	0
CCCCC(=O)N/N=C/c1ccc(-c2ccccc2[N+](=O)[O-])o1	-0.3	7	1.2	-9
COc1cc(C2C(C(=O)Nc3ccc(C)cc3)=C(C)Nc3nnnn32)ccc1OCc1ccccc1 (stereo unspecified)	2.2	-5	-0.1	0
COc1cccc(N2CC(C(=O)Nc3nccs3)CC2=O)c1 (stereo unspecified)	-0.6	-1	0.1	-9
CN/C(=C\[N+](=O)[O-])NCCSCc1csc(CN(C)C)n1	0.5&1.7	-7&-1	-0.1&0.2	5
COc1ccc(Cl)cc1Nc1nc(NCc2ccco2)nc(N2CCOCC2)n1	0.6	8	0.0	-7
Nc1cc(=O)[nH]c(SCc2ccccc2CSc2nc(N)cc(=O)[nH]2)n1	0.7	4	0.2	-2
CCCOC(=O)C1=C(C)NC(=O)NC1c1ccc(O)c(OCC)c1 (stereo unspecified)	1.5	9	0.9	-2
O=C(N/C(=C/c1ccccc1F)C(=O)N1CCOCC1)c1ccccc1	1.0	0	0.1	3
O=C(Nc1cc2c3c(c1)CC(=O)N3CCC2)c1cccc(Br)c1	-0.3	1	0.1	-7
CC1=C(C(=O)Nc2ccc(Cl)cc2)C(c2cccc(Br)c2)NC(=S)N1 (stereo unspecified)	-1.1	9	1.1	10
Cc1cc(Br)c(Cl)cc1NC(=O)CN1C(=O)C2C3C=CC(C3)C2C1=O (stereo unspecified)	-0.2	-6	-0.1	-2
COc1ccc(CCNC(=O)Cn2ncc3c2-c2ccccc2OC3)cc1OC	1.8	5	0.0	7
CC(=O)n1c2ccccc2c2ccccc21	0.8	8	0.2	-4
CCC(C)NC(=O)CSc1nc2ccsc2c(=O)n1NC(=O)c1ccccc1 (stereo unspecified)	-1.9	-10	0.0	-6
COc1ccc(CCNC(=S)N2CCN(c3ncccn3)CC2)cc1OC	-1.9	19	1.1	1
COc1ccc(Br)cc1C(=O)Nc1ccc(Cl)cc1C(=O)O	2.5	4	0.1	-3
Cc1ccc(NC(=O)NCc2ccc(F)cc2)cc1	-0.1	10	0.7	-7
COc1cc(/C=C2\C(=O)ON=C2c2ccccc2)ccc1OCc1ccc(Cl)cc1	2.2	32	-0.1	-47
CCCOc1ccc(C2C(=O)N(C3CCCCCC3)CC(=O)N2Cc2ccc(F)cc2)cc1OC (stereo unspecified)	-0.4	2	0.3	-17
C=CCOc1ccc(/C=C2/NC(=S)N(C(C)=O)C2=O)cc1	-1.6	-14	-0.1	-47
Cc1cnc(-c2c(C)noc2C)nc1NCCCN1CCCC1=O	-0.4	6	0.1	-2
CCOCCCN1C(=O)CN(C2CCCCCC2)C(=O)C1c1ccc(OCC)c(OC)c1 (stereo unspecified)	-1.2	5	0.5	-1
COc1ccc(CN2C(=O)/C(=C/c3ccccn3)SC2=S)cc1	-0.7	11	0.0	4
N#Cc1ccccc1N1C(=O)C2C3C=CC(C3=C(c3ccccc3)c3ccccc3)C2C1=O (stereo unspecified)	-2.8	-1	-0.1	1
COc1ccccc1CC(=O)Nc1ccc(Cl)cc1Cl	-0.1	12	0.0	-7
CC(C)(C)c1cc(NS(=O)(=O)c2ccc([N+](=O)[O-])cc2)cc(C(C)(C)C)c1O	-0.2	15	0.4	6
COc1cc(/C=C2/C(=O)N(c3ccc(Cl)c(Cl)c3)N=C2C)cc(I)c1O	3.7	-7	-0.8	-5
CCc1nn(CC)c(=O)c2cc3ccsc3n12	-0.4	10	0.1	3
Cc1cccc(N2C(=O)c3ccc(C(=O)Nc4c[nH]c(=O)[nH]c4=O)cc3C2=O)c1	3.1	-8	0.1	6
CN=C1NC(=O)C(CC(=O)Nc2ccc(C)cc2)S1 (stereo unspecified)	1.1	-1	-0.1	5
Cc1cc2c(=O)n(CC(=O)N3CCC(C(N)=O)(N4CCCCC4)CC3)cnc2s1	0.0	2	0.2	1
COc1ccc(C)cc1S(=O)(=O)NCc1nc(N2CCCC2)c2cccc(C)c2n1	2.7	-16	-0.2	-16
COc1cc2c(cc1OC)C(COc1ccc(F)cc1)N(C(=O)c1ccc(C)c([N+](=O)[O-])c1)CC2 (stereo unspecified)	-0.7	27	0.0	-1
CCCCCn1c(=S)[nH]c2cc(C(=O)NC3CCCC(C)C3C)ccc2c1=O (stereo unspecified)	-0.6	16	0.3	1
O=C1N/C(=C/c2ccc(Oc3ccc([N+](=O)[O-])cn3)cc2)C(=O)N1c1ccccc1	0.6	7	0.0	2
CCOC1(OCC)N=C(N)C2(C#N)C(c3cccc(Br)c3)C12C#N (stereo unspecified)	1.4	23	-0.1	-10
Cc1ccc(OCC(=O)NCCc2sc(-c3cccc(F)c3)nc2C)cc1	-1.5	10	1.7	5

(more compounds)
SMILES	GPR151 activ	MITF inh	FBW7 activator	TEAD-YAP block
CCC1=Nc2cc(C(=O)NCCN3CCOCC3)ccc2Sc2ccc(C)cc21	-0.3	-2	0.0	-4
CC1CCCCN1Cc1nc2sc3c(c2c(=O)[nH]1)CCC3 (stereo unspecified)	0.5	3	0.0	-4
CCOC(=O)c1c(C)[nH]c(C(=O)COC(=O)c2ccccc2Br)c1C	2.2	-9	-0.2	-46
Cc1ccc(C(=O)CCC(=O)OCC(=O)N2c3ccccc3NC(=O)C2(C)C)cc1	0.3	11	0.0	6
COc1ccc(C(=O)CSc2cc(C)nc3nc(C)nn23)cc1OC	0.5	-3	-0.2	-9
O=C(COc1ccc(Cl)cc1Cl)NCc1nnc(SCC(=O)N2CCc3ccccc32)n1-c1ccc(F)cc1	-0.3	6	-0.1	-6
COC(=O)c1[nH]c2cccc3c2c1-c1ccccc1C3=O	0.9	-5	0.4	8
O=C(CN1C2=NCCCN2c2ccccc21)c1ccco1	1.0	-4	-0.1	-6
COC(=O)C1=C(C)NC(=O)/C1=C\c1cccc2ccccc12	0.8	6	-0.4	1
CC(Oc1cccc(Cl)c1)C(=O)Nc1ccc([N+](=O)[O-])cn1 (stereo unspecified)	-1.6	3	-0.2	-1
O=[N+]([O-])c1ccccc1S(=O)(=O)NCc1ccc(Cl)cc1	1.0	18	0.1	6
C=CCN(C)C(=O)c1cnc2scc(C)n2c1=O	-0.6	11	0.3	4
CCOC(=O)N1CCN(c2cc(-c3ccncc3)nc(-c3cccnc3)n2)CC1	-1.2	11	0.3	6
O=C(c1ccc(CN(c2ccccc2)S(=O)(=O)c2ccccc2)cc1)N1CCOCC1	0.5	3	-0.1	-1
Cc1cc(Nc2nc3ccccc3nc2N2CCN(C)CC2)n(-c2ccccc2)n1	-0.7	14	0.0	2
CCOC(=O)C1=C(C)N=c2s/c(=C\c3ccncc3)c(=O)n2C1c1ccc(OCC)c(OCC)c1 (stereo unspecified)	-0.7	-3	0.0	-3
O=C(C(c1ccccc1)c1ccccc1)N1CCN(Cc2cccnc2)CC1	-1.1	11	0.0	-1
CCCN(CCC)C(=O)C1Sc2nnc(C)n2NC1c1ccc(OC)cc1 (stereo unspecified)	-0.2	11	0.2	16
COc1ccccc1N1CCN(CCC(=O)Nc2ccccc2)CC1	0.2	0	0.0	12
CCC(C)(C)C1CCc2c(sc(NC(=O)c3ccc(OCC(C)C)cc3)c2C(=O)OC)C1 (stereo unspecified)	3.5	1	0.4	2
COc1cccc(NC(=O)N(CCN2CCOCC2)C2CCN(C(C)=O)CC2)c1	-0.5	6	0.1	-2
NS(=O)(=O)c1ccc(ON2C(=O)c3cccc4cccc(c34)C2=O)c([N+](=O)[O-])c1	-0.7	14	-0.1	-6
CCc1ncc(CN2CCC(C(=O)Nc3ccc(Oc4cccnc4)cc3)CC2)cn1	-1.3	-8	0.7	9
CC(C)(C)OC(=O)COC(=O)c1n[nH]c2ccccc12	-0.2	11	0.7	-25
Cc1cc(C(=O)N/N=C/c2ccccc2O)n[nH]1	1.9	28	-0.1	-45
Cc1cc(C)n2c(NC(C)C)c(-c3ccc(C)o3)nc2n1	-1.2	6	0.0	-2
C=CCNC(=S)NNC(=O)c1cc(O)ccc1O	1.9	12	-0.6	4
COc1ccc2c(c1)c(CC(=O)OCC(=O)O)c(C)n2C(=O)c1ccc(Cl)cc1	1.9&-1.0	-7&-3	-0.2&0.1	1
COc1ccc(C(=O)NCCCN=C2NS(=O)(=O)c3ccccc32)cc1	-0.4	-1	0.0	-5
CC(=O)c1cccc(-c2nc(NCc3nc4ccccc4[nH]3)c3[nH]cnc3n2)c1	-1.6	18	0.0	-2
Oc1ccc(CCNc2nc(N3CCC(N4CCOCC4)CC3)nc3c2ncn3Cc2ccc(C(F)(F)F)cc2)cc1	-1.1	-5	-0.1	-2
CCOC(=O)Cc1c(O)c2ccccc2[nH]c1=O	1.4	11	0.1	-5
Cc1cc(C)nc(SCc2cc(=O)c(OC(=O)c3ccc(Cl)c([N+](=O)[O-])c3)co2)n1	-0.7	13	0.0	5
COc1cccc(C(=O)Nc2c3c(nn2C(C)(C)C)CS(=O)C3)c1OC (stereo unspecified)	0.0	-4	0.0	-5
NC(=O)[C@@H]1CCCN1c1nncc(-c2ccc3c(c2)OCO3)n1	-0.9	2	-0.1	3
Cc1cnc(-c2ccc(N3CCN(C)CC3)cc2)nc1NCCCN1CCCC1=O	0.5	-3	0.0	-3
Nc1cc(C(=O)OCC(=O)c2ccc(Cl)s2)ccc1Cl	1.2	0	-0.1	-12
Cn1nnc(NC(=S)NC(=O)c2ccc3c(c2)OCO3)n1	-1.7	3	0.1	-13
COc1ccccc1-c1ccc(NCCc2ccncc2)nc1	-0.3	2	-0.4	-13

Of the compounds above, these contain fluorine:
SMILES	GPR151 activ	MITF inh	FBW7 activator	TEAD-YAP block
Oc1ccc(C2=Nn3c(nnc3-c3cccc(F)c3)SC2)cc1O	-0.9	2	-0.5	61*
COCCNC(=O)/C(C#N)=C/c1ccc(OCc2ccc(F)cc2)cc1	-1.9	-5	-0.5	-12
O=C(NCCCN1CCOCC1)c1ccc2c(c1)NC(=O)C(CSCc1c(F)cccc1Cl)N2 (stereo unspecified)	0.2	-3	0.1	-11
O=C(N/C(=C/c1ccccc1F)C(=O)N1CCOCC1)c1ccccc1	1.0	0	0.1	3
Cc1ccc(NC(=O)NCc2ccc(F)cc2)cc1	-0.1	10	0.7	-7
CCCOc1ccc(C2C(=O)N(C3CCCCCC3)CC(=O)N2Cc2ccc(F)cc2)cc1OC (stereo unspecified)	-0.4	2	0.3	-17
COc1cc2c(cc1OC)C(COc1ccc(F)cc1)N(C(=O)c1ccc(C)c([N+](=O)[O-])c1)CC2 (stereo unspecified)	-0.7	27	0.0	-1
Cc1ccc(OCC(=O)NCCc2sc(-c3cccc(F)c3)nc2C)cc1	-1.5	10	1.7	5
O=C(COc1ccc(Cl)cc1Cl)NCc1nnc(SCC(=O)N2CCc3ccccc32)n1-c1ccc(F)cc1	-0.3	6	-0.1	-6
Oc1ccc(CCNc2nc(N3CCC(N4CCOCC4)CC3)nc3c2ncn3Cc2ccc(C(F)(F)F)cc2)cc1	-1.1	-5	-0.1	-2

Record cards, as listed above:
Nc1cc(C(=O)OCC(=O)c2ccc(Cl)s2)ccc1Cl is entered as GPR151 activ: 1.2; MITF inh: 0; FBW7 activator: -0.1; TEAD-YAP block: -12
Cc1cnc(-c2ccc(N3CCN(C)CC3)cc2)nc1NCCCN1CCCC1=O is entered as GPR151 activ: 0.5; MITF inh: -3; FBW7 activator: 0.0; TEAD-YAP block: -3
